esBAF inh: inhibitors of esBAF chromatin remodeling in mouse ES cells. Bmi1-luciferase knock-in reporter, 24 h; 100% = twice the neutral-well signal. 350,000 compounds, 2% hits. reporter increase, % at 12.5 µM; in the data active = activation above about 40%;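 also: 0% = median of the plate's neutral control wells and 100% = double that signal; a rise in the Bmi1 reporter signal indicates esBAF inhibition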
EWS-Fli block: EWS/Fli transcriptional activity inhibition; 350,000 compounds, 0.67% hits; AID 651661; A673 NR0B1-luciferase reporter, viability-normalised; inhibition, % at 12.6 µM;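 active = mean inhibition of at least 50% after viability correction, with every replicate also passing that limit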;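 also: firefly luciferase signal divided by Alamar Blue viability fluorescence both relative to DMSO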
RAD52 anneal inh: inhibitors of human RAD52 DNA annealing | recombinant RAD52 DNA annealing, FRET fluorescence | inhibition, % at 18.7 µM | 360,000 compounds, 0.46% hits;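 active = every replicate showing at least 50% inhibition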
S100A4 inh HTS: inhibitors of human S100A4 binding to myosin IIA peptide | P26447 | S100A4/TAMRA-MyoIIA peptide fluorescence polarization | inhibition, % at 10.7 µM | 360,000 compounds, 0.14% hits | AID 652163;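 active = mean inhibition of at least 70% across replicates, with every replicate also reaching that level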
Target sequence (P26447 whole entry, looked up): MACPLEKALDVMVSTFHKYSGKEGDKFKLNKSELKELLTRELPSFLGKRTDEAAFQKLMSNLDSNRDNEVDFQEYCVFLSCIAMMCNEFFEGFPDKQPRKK
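Test system: S100A4 monomer protein. Medium: HEPES buffer with Ca2+, pH 7.2. Reagent: fluorescent myosin IIA peptide, 5 nM. Compound dosing: single-point compound testing. Timing: 5 min between mix addition and reading. Benchmarks: DMSO neutral and TFP positive wells.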
RAD54 inh: blocks human RAD54 Holliday junction branch migration; Q92698; FAM/BHQ fluorescence; inhibition, % at 10.4 µM; 360,000 compounds, 0.14% hits; AID 602329;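 active = mean normalized replicate activity at least 40 and at least half of replicates scoring 40 or more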;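 also: 0% = median of neutral control wells and 100% = median of positive control wells; inhibitors cause a drop in the FAM fluorescence signal; in these data hits start at about 50%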
Xi reactivation: reactivates the inactive X chromosome in mouse fibroblasts | XiGFP mouse fibroblasts, % GFP-positive cells imaging, 3 d; cells co-treated with 5-aza-dC sensitizer; scaled so ellipticine positive control = 100% | activation, % at 7.58 µM | 360,000 compounds, 0.055% hits | AID 743238;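 active = mean normalized replicate activation at least 10% and every replicate at or above 10%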;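 also: 0% = median of on-plate neutral control wells and 100% = ellipticine 6 µM median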
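Schedule: 3 d treatment, 15 min room-temperature fixation; system: 68-5-11 XiGFP fibroblast line; buffer or medium: DMEM plus 5-aza-dC sensitizer; control set: ellipticine 6 µM positive control; compound: one concentration, pinned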
E-selectin induc: E-selectin induction on HUVECs | P16581 | HUVEC E-selectin immunofluorescence imaging; normalized: neutral wells 0, TNF-alpha wells 100 | activation, % at 7.58 µM | 260,000 compounds, 0.37% hits;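 active = mean E-selectin-positive cell signal at least 10% of the positive control, reached in at least 60% of replicates, without over 20% cell loss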;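 also: in these data hits start at about 27%; measured in HUVEC primary endothelial cells; signal is the percent of cells scored E-selectin positive by PE staining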
Target sequence (P16581 whole entry, looked up): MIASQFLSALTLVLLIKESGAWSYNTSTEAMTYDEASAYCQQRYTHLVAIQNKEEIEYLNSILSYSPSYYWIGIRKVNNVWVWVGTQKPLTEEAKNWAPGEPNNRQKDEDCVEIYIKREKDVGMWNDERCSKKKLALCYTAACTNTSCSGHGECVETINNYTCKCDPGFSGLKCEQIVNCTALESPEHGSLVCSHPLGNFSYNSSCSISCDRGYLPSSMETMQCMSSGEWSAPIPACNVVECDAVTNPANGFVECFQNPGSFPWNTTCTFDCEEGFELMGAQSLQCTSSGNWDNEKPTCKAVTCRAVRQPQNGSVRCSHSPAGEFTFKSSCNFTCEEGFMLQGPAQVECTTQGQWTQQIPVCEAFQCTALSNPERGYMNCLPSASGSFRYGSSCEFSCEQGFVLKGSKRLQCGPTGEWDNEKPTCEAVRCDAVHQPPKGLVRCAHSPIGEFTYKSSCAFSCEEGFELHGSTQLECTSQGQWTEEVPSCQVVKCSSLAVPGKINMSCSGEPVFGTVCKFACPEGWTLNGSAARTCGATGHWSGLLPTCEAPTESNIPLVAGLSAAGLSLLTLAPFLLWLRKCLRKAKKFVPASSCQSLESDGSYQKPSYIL
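assay system = HUVEC, human umbilical vein endothelial cells | input = 3,000 HUVEC seeded per well | medium = EGM-2 growth medium on 0.1% gelatin-coated wells | dosing = one compound dose added by pin transfer | signal = immunofluorescence imaging | read-out basis = % PE-positive cells | control set = TNF-alpha, DMSO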
FN deposit inh: fibronectin deposition inhibition. AID 743247. AH1F fibroblasts, Alexa488-fibronectin deposition fluorescence, overnight. inhibition, % at 12.6 µM. 350,000 compounds, 0.086% hits;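 active = mean inhibition across replicates of 30% or more, regardless of how many single replicates reach that level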;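 also: positive control wells lacked labelled fibronectin entirely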
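Schedule: 1 h cell adhesion before compound, then overnight fibronectin incubation; test system: AH1F fibroblast monolayer depositing Alexa488-labelled fibronectin into matrix; quantity: 10000 AH1F cells per well; probe or stimulus: fluorescent fibronectin at 24 nM final; signal: fluorescence, ex 485 nm, em 525 nm; evaluation: percent inhibition as loss of matrix-bound fibronectin fluorescence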
* hit, by the source's call; . = not tested or not shown.

SMILES	esBAF inh	EWS-Fli block	RAD52 anneal inh	S100A4 inh HTS	RAD54 inh	Xi reactivation	E-selectin induc	FN deposit inh
CC(C)c1ccc(NC(=O)N2CCc3nc(NCc4cccc(Oc5ccccc5)c4)ncc3C2)cc1	1	8	-35	-5	0	0.1	-0.1	-2
CCn1c(-c2c[nH]c3ccccc23)n[nH]c1=S	-5	11	-2	-4	2	.	.	.
COc1cc(OC)cc(C2=Cc3ccc(OC)cc3C(CC(C)=O)N2c2ccc(C#CC3(O)CCCCC3)cc2)c1 (configuration not stated)	.	19	-10	12	.	-0.1	0.0	6
O=C(C[C@H]1C=C[C@@H](NC(=O)Nc2ccc(C(F)(F)F)cc2)[C@H](CO)O1)NCc1ccccn1	-5	1	-1	15	-1	0.0	0.1	-4
Cc1ccc(C)c(C2=NNC(=NCc3ccccc3)SC2)c1	-2	8	0	21	-3	0.0	0.8	1
CCN1CCN(C(=O)c2cccc(OC3CCN(S(C)(=O)=O)CC3)c2)[C@@H](C)C1=O	-4	.	0	14	-6	0.0	-1.0	.
CCC(=O)Nc1ccc2c(c1)C(=O)N(C)[C@@H]1CC[C@H](CC(=O)NCC3CC3)O[C@H]1CO2	-1	-2	7	-15	1	0.2	0.0	-12
C[C@H](CO)N1C[C@H](C)[C@H](CN(C)C(=O)c2ccccn2)Oc2ncc(-c3cccc(F)c3)cc2C1=O	0	0	-2	10	7	-0.7	0.0	.
CCOc1ccc(-n2ccnc2)nn1	-11	-13	-2	7	-2	0.0	6.6	-3
Cc1ccc(SCC(=O)Nc2ccc(-c3nc4ccccc4[nH]3)cc2)cc1	61*	-5	-14	1	.	-0.1	.	-6
COC(CNC(=O)CNC(=S)N(Cc1ccccc1)Cc1cccnc1)OC	1	16	-13	-10	-1	0.4	6.1	-3
Cc1cc(S(=O)(=O)N2CCCC2)ccc1OCC(=O)NCc1ccccc1	.	.	-15	-7	14	0.9	-0.5	.
Cc1cccc(NC(=O)NC2CC(=O)N(c3ccc4c(c3)OCCO4)C2)n1 (configuration not stated)	7	2	-5	-4	6	0.0	-2.0	-9
Cc1ccc(N2C(=O)CC(SCC(=O)Nc3ccc(S(N)(=O)=O)cc3)C2=O)cc1 (configuration not stated)	.	3	-15	-4	.	0.2	.	.
O=S(=O)(NC1CCN(Cc2ccc(OCCO)cc2)CC1)c1cc(Cl)ccc1Cl	.	-13	20	6	-54	.	.	.
Cc1ccc(S(=O)(=O)Nc2cccc3cccnc23)c([N+](=O)[O-])c1	-21	7	-8	-4	2	2.3	.	34*
O=C(Nc1ccc2c(c1)OCO2)c1noc2c1CCCC2	-3	-27	-3	-5	0	-0.1	.	-2
COc1ccc(CN(C)C[C@H]2OCc3cnnn3CCCC(=O)N([C@@H](C)CO)C[C@H]2C)cc1	-2	-4	-6	1	3	0.1	-0.1	-1
CCCn1c(=O)c2sccc2n2c(CCCC(=O)NCC3CCCO3)nnc12 (configuration not stated)	0	4	3	2	7	-0.1	.	-2
CN(C(=O)CC1C(=O)NCCN1Cc1ccc2ccccc2c1)C1CCOCC1 (configuration not stated)	-5	-1	-11	25	-1	0.0	.	3

Whole records, looked up by structure:
COc1ccc(CN(C)C[C@H]2OCc3cnnn3CCCC(=O)N([C@@H](C)CO)C[C@H]2C)cc1 as listed: esBAF inh: -2; EWS-Fli block: -4; RAD52 anneal inh: -6; S100A4 inh HTS: 1; RAD54 inh: 3; Xi reactivation: 0.1; E-selectin induc: -0.1; FN deposit inh: -1
O=S(=O)(NC1CCN(Cc2ccc(OCCO)cc2)CC1)c1cc(Cl)ccc1Cl as listed: esBAF inh: .; EWS-Fli block: -13; RAD52 anneal inh: 20; S100A4 inh HTS: 6; RAD54 inh: -54; Xi reactivation: .; E-selectin induc: .; FN deposit inh: .
O=C(Nc1ccc2c(c1)OCO2)c1noc2c1CCCC2 as listed: esBAF inh: -3; EWS-Fli block: -27; RAD52 anneal inh: -3; S100A4 inh HTS: -5; RAD54 inh: 0; Xi reactivation: -0.1; E-selectin induc: .; FN deposit inh: -2

Some of the entries above in another layout:
Each structure is followed by: esBAF inh	EWS-Fli block	RAD52 anneal inh	S100A4 inh HTS	RAD54 inh	Xi reactivation	E-selectin induc	FN deposit inh
- CCCn1c(=O)c2sccc2n2c(CCCC(=O)NCC3CCCO3)nnc12 (configuration not stated)
    0	4	3	2	7	-0.1	.	-2
- O=C(C[C@H]1C=C[C@@H](NC(=O)Nc2ccc(C(F)(F)F)cc2)[C@H](CO)O1)NCc1ccccn1
    -5	1	-1	15	-1	0.0	0.1	-4

Next section:
SMILES	esBAF inh	EWS-Fli block	RAD52 anneal inh	S100A4 inh HTS	RAD54 inh	Xi reactivation	E-selectin induc	FN deposit inh
C[C@H]1CN([C@@H](C)CO)C(=O)c2cccc(NS(=O)(=O)c3cn(C)cn3)c2O[C@@H]1CN(C)C(=O)NC1CCCCC1	-1	0	-4	5	5	-0.9	.	8
CNC(=S)NNC(=O)c1ccc(N(C)C)cc1	.	-25	-7	41	4	-0.1	0.1	15
CC(C)CN1C(=S)SC(C)(C)C1n1oc(=O)n(-c2ccccc2)c1=O (configuration not stated)	-4	0	-5	-4	.	0.1	.	3
CCOC(=O)c1cnc2c(C)cc(C)cc2c1Nc1ccc(S(=O)(=O)Nc2ncccn2)cc1	5	5	-5	3	-4	0.1	0.9	1
O=C(Nc1ccccc1)N1CCCCN2[C@H](C1)[C@H](c1ccc(C#CC3CC3)cc1)[C@@H]2CO	.	.	-6	6	-1	0.0	-0.2	.
COC(=O)C[C@H]1CC[C@@H](NC(=O)c2ccccc2)[C@H](CO)O1	5	2	10	-13	-1	-0.4	-0.3	-3
COc1cccc(CNC(=O)CSc2nc3c(oc4ccccc43)c(=O)n2CC2CCCO2)c1 (configuration not stated)	1	3	0	15	8	0.0	.	.
COCC(=O)N(C)C[C@H]1Oc2ncc(C3=CCCCC3)cc2C(=O)N([C@@H](C)CO)C[C@@H]1C	-3	-10	-6	-2	0	-0.8	-0.6	.
C[C@H](CO)N1C[C@H](C)[C@@H](CN(C)S(=O)(=O)c2cccs2)Oc2c(NC(=O)c3nc4ccccc4s3)cccc2C1=O	3	8	2	13	6	-1.1	0.0	11
CCOC(=O)c1cc(CC)sc1NC(=O)CSc1nc2ccccc2c(=O)n1Cc1ccco1	.	1	-18	1	0	0.0	-1.6	4
O=[N+]([O-])c1ccc(NC2CCN(Cc3ccccc3)CC2)c([N+](=O)[O-])c1	-13	-3	-8	-5	2	-0.1	-0.1	-8
CS(=O)(=O)N1C[C@@H](O)COC[C@H]2O[C@@H](CC(=O)NCc3ccccc3)CC[C@@H]21	0	-5	.	.	3	0.2	0.1	-9
O=C(N[C@H]1CC[C@@H](CCNS(=O)(=O)c2ccccc2)O[C@H]1CO)c1cccc(F)c1	2	-5	-8	-2	-1	0.1	-0.3	-22
CC1CCCCN1C(=S)NC(=O)c1ccco1 (configuration not stated)	-4	-3	-40	-5	-9	0.0	.	-8
C=CCOc1ccc(/C=C/C(=O)OCC(=O)NC2CCCCCC2)cc1	-3	7	-6	-3	2	0.8	0.0	.
C[C@@H]1CCCCO[C@@H](CN(C)S(=O)(=O)c2ccccc2)[C@H](C)CN([C@@H](C)CO)C(=O)c2cc(NC(=O)NC3CCCCC3)ccc2O1	4	3	4	-13	-1	0.2	-0.3	-4
O=C(Nc1ccncc1)c1cc(S(=O)(=O)N2CCCCC2)ccc1Cl	3	10	-11	-1	5	0.2	.	18
O=C(NCCCN1CCCC1=O)c1ccc(OCc2ccccc2)cc1	14	.	.	.	-30	.	-2.0	-4
Cc1ccc(CNC(=O)c2[nH]c(C(F)(F)F)nc2-c2ccccc2)cc1	1	10	-8	0	-5	0.2	0.2	6
CCN1[C@@H]2c3ccc(-c4cccnc4)c(=O)n3C[C@H]1[C@H](CO)[C@H]2C(=O)NCc1ccccc1	2	-4	-1	2	18	0.9	-0.2	.
CC(C)CN1C(=O)C(=O)N(CC(=O)N2CCN(c3ccccc3)CC2)C1=O	.	-7	-12	4	.	0.2	0.2	-4
COc1cc(C(=O)NCCC(=O)NC2CCCc3ccccc32)cc(OC)c1OC (configuration not stated)	2	.	-1	-4	4	0.0	.	9
C/C(=N\O)C(C)(C)Nc1ccc(Br)cc1	4	-4	-11	0	.	0.0	0.1	1
COc1ccc(NC(=O)COC(=O)C23CC4CC(CC(O)(C4)C2)C3)cc1Cl	10	-5	-11	-2	6	0.2	-0.7	-6
O=C(N[C@@H](Cc1ccc(O)cc1)C(=O)O)c1cccnc1	-6	-3	0	-2	5	0.0	-0.1	4
O=C1/C(=C/c2ccccc2)SC(=S)N1CCCC(=O)N1CCCCC1CCO (configuration not stated)	-4	.	-2	-2	.	0.4	-1.5	4
CC[C@@]12C(=O)N(c3cccc(F)c3)C(=O)N1[C@H](c1ccc(Cl)cc1)[C@@H]1C(=O)N(C3CCCCC3)C(=O)[C@@H]12	4	0	-8	2	6	0.0	0.0	-5
COc1ccccc1NC(=O)CSc1n[nH]c(-c2ccco2)n1	-6	-2	-7	-2	4	0.1	.	-2
CCCNC(=O)C1(C)CCCN(C(=O)c2cc(C)nn2C(C)(C)C)C1 (configuration not stated)	-2	-5	-12	-1	7	0.0	-0.6	7
Cc1cc(C(=O)CSc2nn3c(=O)c(C(C)(C)C)nnc3s2)c(C)n1C	.	-6	-19	3	.	-0.1	3.8	-3
CC(C)CC#Cc1cnc2c(c1)C(=O)N([C@@H](C)CO)C[C@H](C)[C@H](CN(C)Cc1ccccn1)O2	-2	-10	6	1	-40	-0.8	-0.3	-12
Cc1cccc(-n2ncc3c2CCCC3NC(=O)CCN2CCCO2)c1C (configuration not stated)	2	14	-6	0	-14	0.0	-0.4	.
CCn1nc(C)c(/C=N/NC(=O)c2nc3nc(C)cc(C)n3n2)c1C	.	15	-10	-3	-3	0.8	0.0	-2
COc1ccc(/C=N/NC(=O)CNS(=O)(=O)c2ccccc2)cc1	-2	-1	19	5	-1	-0.1	0.2	2
CCCn1c(-c2cc(OC)c(OC)c(OC)c2)nc2c1c(=O)[nH]c(=O)n2Cc1ccccc1	0	17	-5	10	.	0.1	-0.2	-2
CCOC(=O)c1[nH]c2ccc(OC)cc2c1NC(=S)N1CCN(c2cccc(C)c2C)CC1	.	24	-173	-2	-1	1.4	-0.8	7
O=C(Nc1ccccc1-c1ccccc1)C1CCC1	.	-17	-8	3	.	0.0	.	3
O=C(NCCSCc1c(F)cccc1Cl)c1ccc(CN2CCOCC2)cc1	.	-1	-14	13	2	0.0	.	5
COc1ccc(N2C(=O)c3ccccc3NC(=O)C2C(=O)Nc2ccc3c(c2)OCCO3)cc1 (configuration not stated)	.	-67	-22	-2	.	0.1	-0.3	.
N=C1C(=O)NC(=O)C1c1ccccc1 (configuration not stated)	-2	-7	-10	-1	-2	0.4	0.1	1
CCC(=O)N1CCc2cc(S(=O)(=O)NCCC(=O)N3CCN(c4ccccn4)CC3)ccc21	3	.	.	.	-8	.	9.0	9
CN(C)c1ccc(NC(=O)CN2CCN(c3ccc(F)cc3)CC2)cc1	-11	3	-6	-4	-2	0.1	.	-5
Cc1ccc(S(=O)(=O)NC2CC3CCC2C3)cc1 (configuration not stated)	.	10	-10	-1	-6	-0.1	-0.2	-3
CCNC(=O)COC(=O)c1sccc1C	7	7	-6	7	-8	0.0	-0.4	-1
COc1ccccc1NS(=O)(=O)c1ccc(NC(=O)c2ccncc2)cc1	.	-12	-16	6	.	-0.1	-0.2	-1
